From PubChem
CCR6 antag – antagonists of human CCR6 receptor; inhibition, % at 20 µM; P51684; CHO-K1 CCR6 PathHunter beta-arrestin, luminescence, CCL20-stimulated; 340,000 tested, 0.49% active;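 active means compounds whose inhibition of the agonist-driven luminescence signal at 20 µM reaches about 50%, limit read from the data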;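 further: cells stimulated with CCL20 at 14 nM final; plate controls were DMSO with CCL20 for no effect and DMSO without agonist for full effect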
Target sequence (P51684 whole entry, looked up): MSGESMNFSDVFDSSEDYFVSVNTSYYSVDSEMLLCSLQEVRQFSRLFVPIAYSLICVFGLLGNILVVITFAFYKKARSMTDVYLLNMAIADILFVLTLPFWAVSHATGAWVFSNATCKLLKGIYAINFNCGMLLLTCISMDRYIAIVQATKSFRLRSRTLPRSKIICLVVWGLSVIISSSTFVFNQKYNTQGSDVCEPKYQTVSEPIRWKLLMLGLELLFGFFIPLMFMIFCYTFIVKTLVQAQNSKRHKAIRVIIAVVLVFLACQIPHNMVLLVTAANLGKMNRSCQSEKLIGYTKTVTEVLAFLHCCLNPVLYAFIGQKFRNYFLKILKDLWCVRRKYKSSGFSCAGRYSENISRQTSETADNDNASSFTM
697 NFkB inh – lowers PMA/ionomycin-induced NF-kB signal in 697 B cells. 697 B-cell NF-kB luciferase reporter, 16 h. 330,000 tested, 0.33% active. inhibition, % at 4 µM; in the data active means inhibition above about 35%
UBC13 inh – inhibitors of human UBC13 polyubiquitin chain formation | TR-FRET | AID 485273 | inhibition, % at 20 µM | P61088 | 330,000 tested, 0.47% active; in the data active means inhibition above about 45%, passing the limit was not always enough
Jurkat NFkB inh – lowers PMA/ionomycin-induced NF-kB signal in Jurkat cells. PMA/ionomycin-induced NF-kB luciferase reporter, luminescence. inhibition, % at 4 µM. AID 435003. 330,000 tested, 0.53% active; in the data active means inhibition above about 50%
EBI2 block – antagonists of human EBI2 receptor; 360,000 tested, 0.81% active; EBI2 beta-arrestin recruitment, luminescence, 7a,25-OHC stimulated; AID 651636; inhibition, % at 5 µM; P32249; in the data active means inhibition above about 38%;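 further: enzyme fragment complementation signal reports receptor beta-arrestin coupling in cells; 0% = agonist plus DMSO wells and 100% = wells without agonist; some results beyond the cut were filed as inactive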
CXCR6 inh – blocks human CXCR6 beta-arrestin recruitment; inhibition, % at 20 µM; 360,000 tested, 0.36% active; O00574; CHO-K1 PathHunter CXCR6 beta-arrestin, luminescence; in the data active means inhibition above about 34%, passing the limit was not always enough;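 further: antagonist mode with CXCL16 agonist at 10 nM final; 0% = 10 nM CXCL16 with DMSO and 100% = unstimulated wells without agonist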
Target sequence (O00574 whole entry, looked up): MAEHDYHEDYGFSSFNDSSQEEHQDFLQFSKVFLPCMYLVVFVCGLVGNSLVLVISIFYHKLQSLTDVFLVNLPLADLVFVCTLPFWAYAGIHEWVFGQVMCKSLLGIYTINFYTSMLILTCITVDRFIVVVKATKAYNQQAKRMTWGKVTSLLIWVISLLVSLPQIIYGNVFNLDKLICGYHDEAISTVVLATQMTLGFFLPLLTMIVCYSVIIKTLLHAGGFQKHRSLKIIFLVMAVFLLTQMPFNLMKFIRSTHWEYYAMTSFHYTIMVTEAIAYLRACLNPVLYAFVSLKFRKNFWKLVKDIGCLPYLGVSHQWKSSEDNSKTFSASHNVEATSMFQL
Gli-Sufu block – Gli-Sufu pathway antagonism; Sufu-KO-LIGHT fibroblasts, Gli luciferase reporter luminescence; inhibition, % at 5 µM; 340,000 tested, 0.74% active;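 active means inhibition above about 55%, limit read from the data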;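 further: 0% = DMSO-treated cells and 100% = wells with medium but no cells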
APJ antag – APJ receptor antagonism; P35414; CHO-K1 APJ beta-arrestin complementation, luminescence; inhibition, % at 20 µM; 330,000 tested, 0.32% active;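 active means inhibition above about 40% at 20 µM, limit read from the data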;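 further: cells challenged with 10 nM apelin-13 agonist together with compound; plate controls were apelin-13 plus DMSO wells for no effect and DMSO wells lacking apelin-13 for full effect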
Target sequence (P35414 whole entry, looked up): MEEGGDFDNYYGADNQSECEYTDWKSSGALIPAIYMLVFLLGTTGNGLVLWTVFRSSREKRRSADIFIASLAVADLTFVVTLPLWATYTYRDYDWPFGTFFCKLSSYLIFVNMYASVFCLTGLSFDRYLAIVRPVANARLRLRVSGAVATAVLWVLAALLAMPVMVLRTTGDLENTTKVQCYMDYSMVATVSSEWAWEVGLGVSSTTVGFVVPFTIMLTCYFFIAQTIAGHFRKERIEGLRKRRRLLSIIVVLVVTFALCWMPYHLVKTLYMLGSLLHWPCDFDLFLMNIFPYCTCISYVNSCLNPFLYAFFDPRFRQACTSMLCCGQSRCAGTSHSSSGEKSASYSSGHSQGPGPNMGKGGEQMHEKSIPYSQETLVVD
Numbers without * were called inactive; . = not tested or not shown. Rows were taken by chance (roughly 3% active in at least one column).

SMILES	CCR6 antag	697 NFkB inh	UBC13 inh	Jurkat NFkB inh	EBI2 block	CXCR6 inh	Gli-Sufu block	APJ antag
Cc1ccc(CN(C(=O)Cn2nnc3ccccc32)C(C(=O)NCc2ccco2)c2cccs2)cc1 (stereo unspecified)	7	-2	-7	-13	11	1	5	-4
O=C(/C=C/c1ccccc1[N+](=O)[O-])Oc1ccccc1	.	-7	-5	7	.	.	.	17
Cc1cc(C(=O)Nc2ccc3[nH]ccc3c2)no1	6	-105	2	-56	-11	12	-51	15
C/C=C(\C)c1nnc(NC(=O)OCC)s1	3	1	-7	-3	-6	3	-15	7
CSCCC(NC(=O)c1ccccc1Cl)C(=O)NCCc1ccccn1 (stereo unspecified)	2	14	15	2	1	5	-3	15
CCc1ccc(NC(=O)CSc2nnc(-c3cccs3)n2CC)cc1	-20	-4	3	0	-9	-3	-10	5
CCOC(=O)C1C(=O)CC(O)(c2ccccc2)CC1c1ccccc1 (stereo unspecified)	-29	-24	-3	6	-9	2	2	11
c1ccc(Nc2nc3ccccc3[nH]2)nc1	6	-87	3	-51	-3	8	-28	19
CCN(CC(=O)Nc1ccc(NC(C)=O)cc1)C(=O)CCCN1C(=O)c2ccccc2C1=O	7	12	4	8	-9	-3	-10	12
CN(C)CCCNC(=O)/C=C/c1ccc2c(c1)OCO2	-1	-3	0	-9	-6	8	-2	-2
CC[C@]12C(=O)N(C)C[C@H]([C@@H]3C(=O)N(C)C(=O)[C@@H]31)N2C(=O)c1ccc(C(F)(F)F)cc1	0	21	3	-3	-7	3	-10	14
CCOC(=O)c1[nH]c(C)c(C(=O)N2CCN(C(=O)c3ccco3)CC2)c1C	9	3	-2	-17	-3	-1	4	0
COc1ccccc1N(CC(=O)N1CCN(c2ccccc2)CC1)S(=O)(=O)c1ccc(C)cc1	17	21	-10	1	-9	-1	5	10
CCN(CC)C(=O)c1ccccc1NC(=O)c1ccccc1C	2	3	-1	14	-12	-6	3	17
COc1ccc(-c2cn3cccc(C)c3n2)cc1Br	0	-109	12	-103	-5	-2	-87	-4
O=C(Nc1ccc(Cl)cn1)c1cccc2c(Br)cccc12	16	-26	-13	29	1	-5	-9	4
O=C1NC(c2ccccc2Br)=N/C1=C\c1ccco1	9	-22	-5	10	-4	-3	9	-3
COCCCNC(=O)C1CCN(C(=O)c2oc3cc4sc(N(C)C)nc4cc3c2C)CC1	17	-53	6	-23	1	-1	-29	-49
Cc1ccc(C2=NN(CCC(=O)NCc3ccc4c(c3)OCO4)C(=O)CC2)cc1	14	14	8	10	7	1	0	6
COc1ccc(CCNC(=O)c2ccccc2N(C)S(=O)(=O)c2ccccc2)cc1	18	14	12	-2	1	-2	-8	3

Retrieved one by one from above:
SMILES	CCR6 antag	697 NFkB inh	UBC13 inh	Jurkat NFkB inh	EBI2 block	CXCR6 inh	Gli-Sufu block	APJ antag
O=C(Nc1ccc(Cl)cn1)c1cccc2c(Br)cccc12	16	-26	-13	29	1	-5	-9	4
CC[C@]12C(=O)N(C)C[C@H]([C@@H]3C(=O)N(C)C(=O)[C@@H]31)N2C(=O)c1ccc(C(F)(F)F)cc1	0	21	3	-3	-7	3	-10	14
CCc1ccc(NC(=O)CSc2nnc(-c3cccs3)n2CC)cc1	-20	-4	3	0	-9	-3	-10	5
O=C(/C=C/c1ccccc1[N+](=O)[O-])Oc1ccccc1	.	-7	-5	7	.	.	.	17

Remaining list, next part:
SMILES	CCR6 antag	697 NFkB inh	UBC13 inh	Jurkat NFkB inh	EBI2 block	CXCR6 inh	Gli-Sufu block	APJ antag
CCOC(=O)c1nc(C)sc1-c1ccnn1S(=O)(=O)c1ccc(Cl)cc1Cl	15	2	3	-18	17	11	7	-14
CC(C)N(C(=O)CSc1nc2ccccc2n1Cc1ccccc1F)C(C)C	22	-3	14	5	34	14	8	3
COc1ccc(-n2c(O)c(C=NCC(c3ccco3)N3CCCC3)c3ccccc3c2=O)cc1OC (stereo unspecified)	5	2	-3	1	12	-1	10	12
OC[C@H]1OC(Nc2ccc(N=Nc3ccccc3)cc2)[C@@H](O)[C@@H](O)[C@@H]1O (stereo partly specified)	20	-6	-22	-21	6	12	-14	12
CCOC(=O)c1c(NC(=O)c2ccccc2C(=O)O)sc2c1CCCC2	9	10	-4	-8	13	-6	-13	-4
O=C(NCCC1=CCCCC1)C(=O)NCc1ccncc1	6	5	2	9	-1	-11	-10	2
Cn1c(Cn2c(=O)sc3ccccc32)nnc1SCC(=O)NCC1CCCO1 (stereo unspecified)	-8	2	5	4	-5	1	-2	-19
Cc1cc(/C=C\c2nc(O)c([N+](=O)[O-])c(=O)[nH]2)c(C)n1-c1ccccc1	20	1	-13	-4	3	1	6	4
CCOC(=O)c1cccc(NC(=O)CSc2nnc(C3CCCCC3)n2CC)c1	-4	-42	-13	2	-1	-2	-1	-12
O=C(c1ccco1)N1CCN(Cc2cc(=O)c(OCc3ccccc3)co2)CC1	12	-10	0	0	3	-3	-11	0
Cc1cc(NC(=O)COC(=O)c2cc3c(s2)CCC(C)C3)no1 (stereo unspecified)	-10	10	-3	-2	8	-3	2	-1
COc1ccc(C2Nc3ccccc3C(=O)N2Cc2ccccc2)cc1Cn1nnc2ccccc21 (stereo unspecified)	6	-31	9	0	25	5	18	19
CCOC(=O)c1cc(CC)sc1NC(=O)C1CC(=O)NN1Cc1ccccc1 (stereo unspecified)	8	-12	-8	-4	25	-6	-1	-11
CC1CC(=O)Nc2ccccc2N1C(=O)CSc1nnnn1C(C)C (stereo unspecified)	2	8	11	6	-3	1	2	-15
CN(C)C(=O)CSc1nnc([C@H](Cc2ccccc2)NC(=O)OC(C)(C)C)o1	2	7	-3	6	0	3	0	11
CCOC1OC2C(CO)OC(n3cnc4c(N)ncnc43)C2O1 (stereo unspecified)	-21	23	-8	10	-2	-6	8	5
COCc1c(C(=O)OCC(=O)NCc2ccco2)oc2ccccc12	-2	-3	1	0	-8	-4	-5	15
CCOc1ccccc1NC(=O)NNS(=O)(=O)c1cc(C)ccc1C	1	-2	1	1	1	3	5	7
CCOc1ccc2oc(-c3ccccc3)c(C(=O)N(C)C)c2c1	20	11	13	-1	10	-6	-3	-30
CC1CCCC(C)N1CCNC(=O)CCn1nc(-c2ccccc2)ccc1=O (stereo unspecified)	-3	1	-2	2	-3	-3	4	6

Complete entries, looked up by structure. Order of screens: CCR6 antag | 697 NFkB inh | UBC13 inh | Jurkat NFkB inh | EBI2 block | CXCR6 inh | Gli-Sufu block | APJ antag
Entry for COCc1c(C(=O)OCC(=O)NCc2ccco2)oc2ccccc12 = -2 | -3 | 1 | 0 | -8 | -4 | -5 | 15
Entry for Cc1cc(/C=C\c2nc(O)c([N+](=O)[O-])c(=O)[nH]2)c(C)n1-c1ccccc1 = 20 | 1 | -13 | -4 | 3 | 1 | 6 | 4
Entry for CCOC(=O)c1cccc(NC(=O)CSc2nnc(C3CCCCC3)n2CC)c1 = -4 | -42 | -13 | 2 | -1 | -2 | -1 | -12

Additional structures
SMILES	CCR6 antag	697 NFkB inh	UBC13 inh	Jurkat NFkB inh	EBI2 block	CXCR6 inh	Gli-Sufu block	APJ antag
Cc1nnc(N2CCc3ccccc3C2)[nH]c1=O	-7	3	-3	-10	-7	-1	-2	-12
COC(=O)Cc1ccc(NC(=S)NCc2ccccc2)cc1	-11	1	6	-2	-18	0	-6	12
O=c1nc(N/N=C/c2ccco2)cn[nH]1	4	-20	-31	-6	2	-2	-12	-3
Cc1cccc(NC(=O)c2ccc(S(=O)(=O)N3CCC(C)CC3)cc2)n1	-2	1	-1	20	11	-5	7	-19
Cc1cc(NC(=O)CSc2nc3sc(C)c(C)c3c(=O)n2C2CCCC2)no1	-10	-2	4	10	1	-1	-6	5
COc1cc2c(=O)n(CCC(=O)NCC3CCCO3)c(=O)n(CC(=O)Nc3ccc(F)cc3)c2cc1OC (stereo unspecified)	9	14	5	5	9	3	13	12
CC1=NNC(=O)C1Cc1ccc(F)cc1 (stereo unspecified)	8	6	-3	-8	-9	6	1	3
Nc1ccc(CNC(=O)OCC2c3ccccc3-c3ccccc32)cc1	5	-8	11	10	3	-8	-11	-5
COCC(C)NC(=O)c1ccc2c(c1)S(=O)(=O)c1ccccc1C2=O (stereo unspecified)	-10	16	3	-7	-10	-3	5	-57
Cc1sc2ncnc(N3CCC(C(=O)NCC(=O)Nc4ccc(F)c(F)c4)CC3)c2c1C	10	8	5	11	2	-7	8	-3
O=C(Nc1cc(Cl)cc(Cl)c1)C1C2C=CC3(O2)C1C(=O)N(CCCN1CCOCC1)C3C(=O)NC1CCCCC1 (stereo unspecified)	10	1	5	-23	10	9	6	18
O=C(COC(=O)CC1SC(N2CCCC2)=NC1=O)Nc1ccc(Br)cc1 (stereo unspecified)	15	9	1	8	2	1	1	6
CN(c1ccc(OCC(=O)Nc2nc3ccccc3s2)cc1)S(=O)(=O)c1ccccc1	14	-5	4	-1	22	2	4	2
COc1ccc(C(=O)Nc2ccnn2C2CCN(C(=O)c3cnsn3)CC2)cc1	7	6	-8	-15	2	-3	-7	9
COc1ccc(C(=O)OCn2nnc3ccccc3c2=O)cc1OC	14	5	3	5	-4	-2	-6	25
Cc1ccc(S(=O)(=O)/N=C2/NC(=O)/C(=C/c3ccncc3)S2)cc1	.	6	-9	-12	.	.	.	4
O=C(Nc1ccc(Oc2ccccc2)cc1)C1CC1	-5	-15	-4	1	-2	0	-4	11
CN(CC(=O)Nc1ccccc1C(F)(F)F)C(=O)CC1OC(=O)c2ccccc21 (stereo unspecified)	10	-23	-6	-4	-6	-10	-5	-11
C=CCNC(=O)c1cc2c(C(F)(F)F)nn(C)c2s1	9	8	12	18	6	-1	9	18
COc1ccc(C2(C)ON(c3ccccc3C(F)(F)F)C2=O)cc1 (stereo unspecified)	2	11	2	4	-2	-4	-5	-5
O=C(NC1CCCC1)c1ccc(Br)c(S(=O)(=O)N2CCCCC2)c1	-6	-22	-5	4	0	1	2	15
COc1ccc2[nH]c(=O)c(CN(C(=O)c3ccco3)C3CCCCC3)cc2c1	6	14	3	-4	-13	1	2	10
CCOC(=O)CSc1nnc2n(C3CCCCC3)c(=O)c3c4c(sc3n12)CCCC4	19	-22	-5	6	13	5	1	4
COc1ccc(Cl)cc1C(=O)Nc1ccc(S(=O)(=O)N2CCCC2)cc1	6	23	11	4	2	8	-18	-6
CC(C)N=c1c([N+](=O)[O-])nn(C)n1O	14	2	-7	-1	3	-11	-10	-21
O=S(=O)(c1cccs1)n1cnc2ccccc21	14	8	-2	9	-15	8	-5	10
COc1ccccc1NS(=O)(=O)c1ccc(C)c(C(=O)NCCCN2CCCC2=O)c1	3	-19	-10	-11	6	2	6	-4
Cc1c(Cl)cccc1N(CC(=O)NC1CCCCC1)S(C)(=O)=O	12	13	2	7	-11	5	5	-7
CC1(C)CC(=O)C2=C(C1)OC(=O)CC2c1cccs1 (stereo unspecified)	6	19	16	2	-18	7	-4	10
COc1ccc(S(=O)(=O)Cc2ccc(C(=O)NC(C)C)o2)cc1	-6	-6	4	7	-3	-2	-4	16
O=C(Nc1ccc2c(c1)CCCN2C(=O)c1ccco1)c1cc([N+](=O)[O-])ccc1Cl	-12	-115	-2	-8	-8	-22	-5	-119
Clc1ccc(-c2nc(N3CCOCC3)nc3ccccc23)cc1	17	-2	17	1	3	-7	-2	21
CCc1ccc(NC(=O)CSc2nccn(-c3ccc4c(c3)OCCO4)c2=O)cc1	6	-4	16	-6	12	1	23	19
CCc1cc(C(=O)N(CC)CC(=O)Nc2ccc(OC)cc2)sc1C	22	-16	-2	-1	-7	0	-10	14
N#CC1=C(N)Oc2c(oc(CO)cc2=O)C1c1ccsc1 (stereo unspecified)	25	3	-14	-1	-5	9	31	-8
O=c1[nH]n(-c2ccccc2)c(=O)c2ccccc12	-8	10	0	2	-7	7	-5	1
NC(=O)C1CCN(CCC(=O)Nc2ccc3c(c2)CCC3)CC1	-14	2	-9	-9	0	-2	-16	4
CC(C)OC(=O)CSc1nnc(Cc2ccccc2)n1CC1CCCO1 (stereo unspecified)	-19	1	2	-20	-2	11	-3	-16
O=C(Nc1cccc([N+](=O)[O-])c1)c1ccn[nH]1	12	-7	5	-16	-7	2	-26	-1
CC1(C)CC(=O)C2=C(C1)Oc1ncn3nc(-c4cccnc4)nc3c1C2c1ccccc1 (stereo unspecified)	8	.	.	.	-4	2	-14	.
CCOC(=O)c1sc(NC(=O)CCSC)nc1C	6	13	-3	-1	-6	-3	-3	15
N#CCOc1ccccc1/C=N/n1nnnc1N	-11	-3	-6	11	6	1	-11	-5
Cc1cc(C)n2nc(SCC(=O)NC3CCCCC3)nc2n1	8	14	2	-1	-1	2	6	17
